Casp7 inh = qHTS Assay for Allosteric/Competitive Inhibitors of Caspase-7. 75,000 tested, 0.02% active. P55210. recombinant caspase-7, Ac-DEVD-AFC fluorescence rate. Potency, µM (top dose mostly 57.5 µM), for inactives: at the top dose activity change, negative = inhibition, most hits filed as inhibitors; active = well fitted inhibition curve with a large enough effect in the main read-out, with a control signal flat, not every such curve was filed as active; inconclusive = small, poorly fitted or top-dose-only effect, or a change in a side signal; note: potency is the fitted concentration of half-maximal effect; % of control where 0% means no effect
Casp1 inh = qHTS Assay for Allosteric/Competitive Inhibitors of Caspase-1; Caspase-1 enzyme, Ac-WEHD-AFC fluorogenic rate; Potency, µM (doses to about 57.5 µM), for inactives: top-dose activity change, negative = inhibition, usual class: inhibitors; 75,000 tested, 0.03% active; P29466;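 note: potency is the fitted concentration of half-maximal effect; plate controls were vehicle for no effect and no substrate for full effect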
Target sequence (P29466 120-297 limits assumed): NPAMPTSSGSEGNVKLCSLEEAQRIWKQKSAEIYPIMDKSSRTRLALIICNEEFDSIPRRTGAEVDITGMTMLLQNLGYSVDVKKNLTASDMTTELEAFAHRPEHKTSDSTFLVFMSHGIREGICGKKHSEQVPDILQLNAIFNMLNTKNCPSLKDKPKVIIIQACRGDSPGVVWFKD
Target sequence (P29466 317-404 limits assumed): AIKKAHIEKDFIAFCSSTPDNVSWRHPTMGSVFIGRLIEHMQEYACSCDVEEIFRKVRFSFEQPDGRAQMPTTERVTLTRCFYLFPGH
USP2a inhib = qHTS Assay for Inhibitors of Ubiquitin-specific Protease USP2a. Potency, µM (titrated, usually from 38.3 µM), for the others: at the top dose activity change, negative = inhibition, usual class: inhibitors. Ubiquitin carboxyl-terminal hydrolase 2 (Homo sapiens), O75604. USP2a enzymatic assay, qHTS inhibition. 60,000 tested, 0.1% active. AID 927, 2007;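 note: potency is the fitted concentration of half-maximal effect; nearly all actives have a fitted effect of over 60% in size; plate controls were DMSO for no effect and NEM full inhibition control for full effect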
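USP2 core (20 nM final) was preincubated with compound for 30 min at RT in 20 mM Tris-HCl pH 8.0, 2 mM CaCl2, 2 mM beta-mercaptoethanol; Ub-PLA2 (20 nM) plus NBD C6-HPC (20 uM) then added, fluorescence read after 2.5 h.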
A350 fluor = qHTS Assay for Spectroscopic Profiling in A350 Spectral Region. Compound autofluorescence, 340/450 nm, Alexa 350 dye-equivalents; hits give high values. max dye-equivalent concentration, M. 59,000 tested, 11% active; in the data active = max dye-equivalent concentration above about 10 nM; inconclusive = mostly about 1.1 nM to 9.6 nM
Tau fil binding = qHTS Assay for Tau Filament Binding; AID 596, 2007; 71,000 tested, 2% active; Microtubule-associated protein tau (Homo sapiens), P10636; recombinant tau filaments, thioflavin S fluorescence, 15 h; filaments grown with octadecylsulfate alongside compound; Potency, µM (doses to about 57.1 µM), inactives show at the highest dose activity change, negative = inhibition;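 note: potency is the fitted concentration of half-maximal effect; % is set by controls: 0 for no effect and ±100 for the full control effect; actives lower thioflavin S fluorescence by blocking filaments or displacing dye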
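Assay mix: 1 uM His-tagged tau, 30 uM sodium octadecylsulfate, thioflavine S dye in HEPES/NaCl/DTT buffer. Compound is added prior to the inducer. Fluorescence after 15 h at 37 C.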
ERK AVP block = qHTS Assay for Inhibitors of the ERK Signaling Pathway using a Homogeneous Screening Assay; HEK293-V1b, vasopressin-stimulated pERK AlphaScreen; Potency, µM (highest dose often 57.5 µM), for inactives: at the highest dose activity, negative = inhibition, hits mostly inhibitors; 72,000 tested, 0.99% active; note: potency is the fitted concentration of half-maximal effect; % is set by controls: 0 for no effect and ±100 for the full control effect; nearly all actives have a fitted effect of over 55% in size
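qHTS, compounds titrated on V1b-expressing HEK293 cells. Preincubation 30 min at 37C, vasopressin 25 nM for 5 min, lysis 10 min, bead incubation 5 hr at room temperature.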
FLuc inh = qHTS Assay for Inhibitors of Firefly Luciferase; Potency, µM (highest dose often 57.1 µM), for the others: at the highest dose activity change, negative = inhibition, usual class: inhibitors; purified firefly luciferase, luminescence, 8 min; 72,000 tested, 2.2% active; note: potency is the fitted concentration of half-maximal effect; % is set by controls: 0 for no effect and ±100 for the full control effect; nearly all actives have a fitted effect of over 40% in size
Target sequence (P08659 whole entry, looked up): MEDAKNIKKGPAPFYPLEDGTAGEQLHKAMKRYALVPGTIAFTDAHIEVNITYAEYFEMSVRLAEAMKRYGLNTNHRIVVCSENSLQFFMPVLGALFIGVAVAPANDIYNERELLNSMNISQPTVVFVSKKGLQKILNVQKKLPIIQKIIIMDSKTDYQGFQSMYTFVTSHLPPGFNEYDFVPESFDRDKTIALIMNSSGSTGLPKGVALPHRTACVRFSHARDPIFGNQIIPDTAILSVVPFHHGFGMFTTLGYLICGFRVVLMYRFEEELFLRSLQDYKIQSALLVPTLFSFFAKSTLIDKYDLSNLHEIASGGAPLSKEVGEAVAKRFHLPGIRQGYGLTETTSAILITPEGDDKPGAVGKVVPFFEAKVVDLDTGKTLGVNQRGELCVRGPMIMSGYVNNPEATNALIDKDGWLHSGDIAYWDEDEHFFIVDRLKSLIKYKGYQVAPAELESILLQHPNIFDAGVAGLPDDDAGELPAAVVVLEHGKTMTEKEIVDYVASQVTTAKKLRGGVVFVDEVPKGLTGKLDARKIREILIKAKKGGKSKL
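Inhibition of light generation by firefly luciferase from ATP and luciferin was profiled with concentration-response curves per sample, ATP held at 10 uM within the enzyme's linear range. Plates were read by luminescence after an 8-minute ambient incubation.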
BRCT inh green = qHTS Assay for Inhibitors of BRCT-Phosphoprotein Interaction (Green Fluorophore); Breast cancer type 1 susceptibility protein (Homo sapiens), P38398; BRCA1 BRCT-phosphopeptide binding, green fluorescence polarization; Potency, µM (highest dose often 76.9 µM), without a hit: top-dose activity change, negative = inhibition, hits mostly inhibitors; 75,000 tested, 0.05% active;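 note: potency is the fitted concentration of half-maximal effect; plate controls were peptide without protein for full effect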
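Fluorescence polarization: His-tagged BRCT (~35 kDa BRCA1 C-terminus, 250 nM) bound to 100 nM fluorescein-labeled phosphorylated 10-aa BACH1 peptide, pH 7.3 phosphate buffer with DTT and Tween 20. Compounds incubated 12 min at room temperature; inhibition read as lowered polarization.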
CRE-bla Fsk = Cell signaling CRE-BLA (Fsk stim); 71,000 tested, 2.5% active; Potency, µM (top dose mostly 38.2 µM), for inactives: at the top dose activity change, negative = inhibition, usual class: activators; CHO CRE-bla reporter (cAMP response element driving beta-lactamase), forskolin EC10, beta-lactamase ratio; active = well fitted activation curve with a large enough effect in the signal ratio, with a control signal flat, not every such curve was filed as active; inconclusive = small, poorly fitted or top-dose-only effect, or effect the other way, or a change in a side signal; the % refers to the signal ratio; note: potency is the fitted concentration of half-maximal effect; % of control where 0% means no effect
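Beta-lactamase reporter under a cAMP responsive element in CHO cells; compounds tested in titration series against EC10 NKH 477, 3 h at 37 °C. Read-out: CCF4 FRET ratio 460nm/530nm (excitation 405nm) giving %Activity, fitted to AC50.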
HEK293 cAMP ctrl = qHTS Assay for Agonists of the Thyroid Stimulating Hormone Receptor: Activators of Intracellular cAMP Concentrations in Parental HEK 293; parental HEK293 CNG cAMP sensor, membrane potential fluorescence; Potency, µM (series often up to 57.1 µM), without a hit: top-dose activation, actives largely listed as activators; 73,000 tested, 2.5% active; note: potency is the fitted concentration of half-maximal effect; % of control where 0% means no effect; nearly all actives have a fitted effect of over 55% in size
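Counterscreen for endogenous-receptor signalling: CNG-channel HEK 293 cells report cAMP rise by membrane depolarization. After 60 min dye equilibration with 100 uM RO 20-1724, compounds incubated 30 min before bottom-read fluorescence at 590 nm.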
BRCT inh red = qHTS Assay for Inhibitors of BRCT-Phosphoprotein Interaction (Red Fluorophore); Breast cancer type 1 susceptibility protein (Homo sapiens), P38398; BRCT-phosphopeptide binding, red fluorescence polarization; Potency, µM (titrated, usually from 76.9 µM), for inactives: top-dose activity change, negative = inhibition, usual class: inhibitors; 75,000 tested, 0.03% active; AID 892, 2007; note: % is set by controls: 0 for no effect and ±100 for the full control effect
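Rhodamine-labelled pBACH1 10-mer (100 nM) bound to BRCT domain (100 nM) at pH 7.3; compounds incubated 12 min room temperature, polarization read. Free peptide defines full inhibition; unlabelled decapeptide titrated as control.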
* marks the source's active call; other numbers are inactive results; i = inactive; ? = inconclusive; nt = no result given; [ ] = dose if it differs, or a comment. Unless noted, calls come from the whole dose curve; as a rule, active = well fitted curve in the direction sought with a large enough effect; inconclusive = small, poorly fitted or top-dose-only effect, or another doubt; inactive = no such curve, though single readings can be large; an effect the other way counts as inactive or inconclusive.

SMILES	Casp7 inh	Casp1 inh	USP2a inhib	A350 fluor	Tau fil binding	ERK AVP block	FLuc inh	BRCT inh green	CRE-bla Fsk	HEK293 cAMP ctrl	BRCT inh red
O=C(NCC1CCCO1)C1CCC(CNS(=O)(=O)c2ccccc2)CC1 (stereo unspecified)	0%	0%	-4%	i	-9%	8%	1%	-0.9%	2%	-3%	-1.2%
CCCS(=O)(=O)c1c(S(=O)(=O)CCC)c2cnccn2c1C(=O)c1ccc(F)cc1	0%	1%	18%	i	-6%	-1%	-1%	2.7%	2%	9%	0.7%
CCOC(=O)c1ccc(NC(=O)CN2CCN(CCN=CC3=C(O)CC(C)(C)CC3=O)CC2)cc1	-2%	0%	-6%	2e-08M*	12%	10%	-9%	-0.9%	-2%	3%	0.6%
Cc1nc2sc(C)c(C)c2c(=O)[nH]1	-1%	0%	-4%	i	-10%	?	1%	-0.8%	?	1%	-0.1%
O=C1c2ccccc2-c2onc3ccc(NCCCn4ccnc4)c1c23	-19%	-20%	81%[activator]	i	0.13µM*	16µM*	-26%	0.79µM*	?	0%	0.63µM*
COc1ccc(NC(=O)CCCC(=O)OCC(F)(F)C(F)F)cc1	-6%	-6%	3%	nt	4%	3%	3%	2.4%	-3%	9%	0.4%
CCOc1ccc2nc(N3CCC(C(=O)Nc4nnc(CC)s4)CC3)sc2c1	-2%	-2%	nt	nt	111%	-2%	-6%	-3.1%	2%	6%	-1.0%
CCc1cc2c(=O)c(-c3cscn3)coc2cc1OC	-2%	-2%	-8%	i	5%	9%	-1%	-0.7%	1%	27%	-1.1%
COc1ncc2ncc(=O)n(CCC#N)c2n1	-3%	3%	-12%	i	6%	-8%	1%[11.4 µM]	-0.5%	0%	9%	-3.4%
CCOc1cc(C(=O)CSc2nnc(CNc3ccc(Cl)cc3)o2)ccc1NC(=O)CC	-1%	-1%	18%	i	i	49%[activator]	4%	-0.1%	?	?	-2.7%
COc1cccc(NC(=O)CSc2nnc(CNC(=O)c3ccccc3)n2C)c1	0%	-1%	0%	i	5%	-17%	-5%	-0.9%	-7%	-3%	0.5%
COCCn1c(C)cc(C(=O)CSc2ncn[nH]2)c1C	0%	2%	-8%	i	12%	0%	4%	-1.6%	?	0%	-0.4%
CC(C)(C)Sc1ccc(N)nc1	-2%	0%	-3%	1.1e-08M*	7%	-5%	-2%	-1.1%	-1%	23%	1.3%
Cc1ccc(-n2cccc2C(=S)N=P(N(C)C)(N(C)C)N(C)C)cc1	1%	1%	6%	i	-24%	3%	5%	-1.1%	?	?	0.2%
O=C(O)c1ccccc1NS(=O)(=O)c1ccc(F)c(Cl)c1	0%	-1%	nt	nt	nt	nt	nt	1.1%	nt	0%	0.1%
CCOC(=O)N1CCN(c2cc(C)c(C(C)=O)cc2F)CC1	1%	0%	6%	i	1%	-7%	2%	1.6%	3%	11%	0.6%
O=c1c(-c2cccc(F)c2)nc2cncnc2n1Cc1ccccc1	-4%	-8%	46%[activator]	i	20µM*	-23%	1%[11.4 µM]	22%	?	13%[2.29 µM]	-0.8%
COc1cc2c(C(=O)NCCCN3CCN(c4cccc(Cl)c4)CC3)cn(C)c(=O)c2cc1OC	1%	2%	39%[activator]	i	60%	8%	-1%	-1.7%	4µM*	10%	1.8%
O=C1/C(=C/Nc2ccc3c(c2)OCO3)CCc2ccccc21	?	?	23%	nt	-5%	?	0.63µM*	15%	-12%	-3%	-2.6%
COc1ccc(OC)c(S(=O)(=O)Nc2ccccc2C(=O)O)c1	1%	0%	-1%	?	9%	4%	1%	-3.5%	1%	15%	1.6%
CCCn1nnnc1SCC(=O)NCc1ccc2c(c1)OCO2	3%	2%	nt	i	-5%	5%	1%	-0.5%	-3%	16%	-0.2%
Cc1nnc(SCC(=O)N(C(C)C)C(C)C)nc1C	2%	-1%	-2%	i	1%	-12%	1%	-1.5%	-5%	11%	-0.6%
Cc1nnc(NC(=O)CSc2cn(CCNC(=O)c3ccccc3)c3ccccc23)s1	0%	-2%	nt	nt	-10%	nt	?	-4.0%	-17%	11%	-1.4%
COc1ccc(C(=O)Nc2c(F)c(F)c(F)c(F)c2F)c(OC)c1	1%	-1%	1%	nt	28%	-12%	1%	-1.7%	-3%	14%	0.0%
Cc1ccc2cc(C)c3nnc(SCC(=O)NCc4ccco4)n3c2c1	-1%	0%	1%	i	13%	-21%	2%	0.9%	?	-7%	-1.4%

Next section; the last 5 above are carried over.
SMILES	Casp7 inh	Casp1 inh	USP2a inhib	A350 fluor	Tau fil binding	ERK AVP block	FLuc inh	BRCT inh green	CRE-bla Fsk	HEK293 cAMP ctrl	BRCT inh red
CCCn1nnnc1SCC(=O)NCc1ccc2c(c1)OCO2	3%	2%	nt	i	-5%	5%	1%	-0.5%	-3%	16%	-0.2%
Cc1nnc(SCC(=O)N(C(C)C)C(C)C)nc1C	2%	-1%	-2%	i	1%	-12%	1%	-1.5%	-5%	11%	-0.6%
Cc1nnc(NC(=O)CSc2cn(CCNC(=O)c3ccccc3)c3ccccc23)s1	0%	-2%	nt	nt	-10%	nt	?	-4.0%	-17%	11%	-1.4%
COc1ccc(C(=O)Nc2c(F)c(F)c(F)c(F)c2F)c(OC)c1	1%	-1%	1%	nt	28%	-12%	1%	-1.7%	-3%	14%	0.0%
Cc1ccc2cc(C)c3nnc(SCC(=O)NCc4ccco4)n3c2c1	-1%	0%	1%	i	13%	-21%	2%	0.9%	?	-7%	-1.4%
O=C1Nc2ccc(S(=O)(=O)N3CCCC3)c3ccc(S(=O)(=O)N4CCCC4)c1c23	-4%	-3%	29%	2e-08M*	-7%	-26%	5%	-1.3%	12%	-27%	0.9%
C[C@]12CCC(=O)C=C1CCC1C2C(O)C[C@]2(C)C1CC[C@]2(O)C(=O)COC(=O)CCC(=O)O (stereo partly specified)	0%	4%	-7%	nt	nt	29%	nt	0.2%[3.08 µM]	nt	nt	0.9%
CSC1=NCCN1C(=O)COc1ccc2ccccc2c1	-3%	-2%	nt	nt	-1%	-13%	-10%	-1.2%	-1%	-2%	0.4%
COCCNC(=O)CS(=O)(=O)Cc1nc(-c2ccc(C)cc2)oc1C	-1%	-3%	nt	nt	-2%	-5%	-7%	1.0%	5%	10%	-1.3%
CCOc1ccc(NCc2nnc(SCC(=O)Nc3cc(C)on3)n2-c2ccccc2OC)cc1	0%	-2%	28%	?	-14%	-8%	-2%	-1.1%	-10%	-7%	-1.3%
COCCNS(=O)(=O)c1ccc(SC)cc1	0%	0%	1%	i	-7%	24%	1%	-3.4%	1%	9%	1.2%
Cc1ccc(-c2c(C(=O)N3CCOCC3)oc(=O)c3ccccc23)cc1	0%	-7%	nt	nt	-3%	-26%	-2%	0.1%	12%	13%	-1.3%
C[C@@H]1C[C@@H]2[C@H]3CCC4=CC(=O)C=C[C@]4(C)[C@]3(Cl)[C@@H](O)C[C@@]2(C)[C@@]1(O)C(=O)CO	1%	-1%	8%	i	-11%	-3%	-7%	-0.9%	-1%	10%	-1.0%
CCn1c(NCc2cccs2)nc2ccccc21	-1%	-1%	2%	i	6%	-18%	-4%	0.7%	-13%	7%	-0.4%
O=C1Nc2ccccc2OC1CC(=O)N1CCOCC1 (stereo unspecified)	-2%	-1%	nt	nt	0%	-24%	2%	-1.7%	2%	13%	0.0%
Cc1ccc2nc(NC(=O)CSc3nc4c(c(=O)n3C)SC(C)C4)sc2c1 (stereo unspecified)	-6%	-8%	63%[activator]	i	6%	8%	0%	0.7%	?	15%	1.3%
CCc1ccc(NC(=O)CCNS(=O)(=O)c2cccc3nonc23)cc1	3%	3%	3%	i	-17%	4%	0%	0.1%	-7%	-13%	0.4%
c1ccc(NC2=Nc3ccccc3CS2)cc1	-1%	-1%	3%	i	5%	5%	-9%	-1.3%	-6%	6%	1.5%
Cc1c(O)c(=O)c2ccccc2n1C	-2%[11.5 µM]	1%[11.5 µM]	nt	nt	nt	-2%[11.5 µM]	nt	-0.9%[15.4 µM]	nt	2%[11.4 µM]	0.2%[15.4 µM]
CCCCN(CC)C(=O)c1cccc(Cl)c1	0%	-1%	9%	i	2%	-2%	1%	0.0%	?	13%	1.3%
